# Bioassay records as filed in PubChem.
# M. tuberculosis: growth inhibition of non-replicating M. tuberculosis (AID 488890); Mycobacterium tuberculosis non-replicating, growth inhibition; higher % means a stronger effect; one-dose inhibition, % at 25 µM; IC50 in µM for titrated hits; 320,000 compounds, 0.39% hits; in the data active means a potency from the dose series; inconclusive means inhibition mostly from about 82% at the one dose, without a potency; inactive means the rest, 99 in 100 with inhibition below about 76%;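 further: plate controls were DMSO cells for no effect and high antibiotic wells for full effect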
# Salmonella PhoP GFP: Inhibition of PhoP regulon, Salmonella typhi GFP reporter cells, confirmation, 4 h (AID 1850) | 310,000 compounds, 0.33% hits | inhibition, % at 50 µM, or IC50 in µM where a hit was titrated | Salmonella Typhi PhoP-promoter GFP reporter, fluorescence, 4 h; higher % means a stronger effect; in the data active means a potency from the dose series; inconclusive means inhibition mostly from about 25% at the one dose, without a potency; inactive means the rest, 99 in 100 with inhibition below about 19%;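 further: 0% = induced wells with vehicle and 100% = uninduced wells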
# VEEV TC-83 Vero: inhibitors of VEEV TC-83 cytopathic effect, confirmation, Vero cells (AID 588727) | inhibition, % at 20 µM, or IC50 in µM where a hit was titrated | 350,000 compounds, 0.13% hits | Vero cells, VEEV TC-83 cytopathic effect inhibition; higher % means a stronger effect; in the data active means a potency from the dose series; inconclusive means inhibition mostly from about 14% at the one dose, without a potency; inactive means the rest, 99 in 100 with inhibition below about 12%; further: strong numbers were not always called active
# M. tuberculosis HTS: M. tuberculosis growth inhibition, HTS (AID 449762). M. tuberculosis H37Rv growth inhibition, 7H9 media; higher % means a stronger effect. inhibition, % at 25 µM; hits with a dose series show IC50 in µM. 330,000 compounds, 0.59% hits; in the data active means a potency from the dose series; inconclusive means inhibition above about 70% without an active follow-up result;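 further: bacterial growth assessed after seven days of incubation; strong numbers were not always called active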
# H1N1 NS1A inhibition: NS1A inhibition, H1N1 influenza, cell based functional assay (AID 504329); NS1A functional cell-based assay, percent inhibition; higher % means a stronger effect; inhibition, % at 12.5 µM; hits with a dose series show IC50 in µM; 340,000 compounds, 0.3% hits; in the data active means a potency from the dose series; inconclusive means inhibition above about 27% without an active follow-up result; further: strong numbers were not always called active
# VEEV TC-83 Vero 10K pilot screen: second read-out of VEEV TC-83 Vero, no call of its own (marks repeat the call); inhibition, %; measured here: 10K pilot screen inhibition
# The depositor's hits bear a star; i = inactive; ? = inconclusive; nt = no result given.
SMILES,M. tuberculosis,Salmonella PhoP GFP,VEEV TC-83 Vero,M. tuberculosis HTS,H1N1 NS1A inhibition,others
COc1ccc(Nc2oc(-c3ccc(OC)cc3)nc2C#N)cc1,20%,-10%,2.0%,19%,-17%,
CCOC(=O)c1c(C)[nH]c(C(=O)COC(=O)c2ccc(F)c(S(=O)(=O)N3CCOCC3)c2)c1C,-8%,4%,0.4%,-3%,-17%,
COc1ccc(C(=O)NCCS(=O)(=O)NC2CCCC2)cc1,-6%,2%,0.8%,-4%,-2%,
COc1ccc(C(=O)COC(=O)CNC(=O)c2ccc(OC)cc2)cc1,8%,-10%,2.8%,-5%,-5%,
CCOC(=O)N1CCC(NC(=O)CCC(=O)N2CCOc3ccc(C)cc32)CC1,-8%,0%,i,9%,-13%,
Cn1c(=O)cc(OCCCC(=O)NCCN2CCN(c3ccccc3F)CC2)c2ccccc21,24%,-7%,1.2%,-11%,-8%,
COc1ccc(CNC(=O)CN2C(=O)NC(c3ccccc3)(c3ccccc3)C2=O)cc1,18%,nt,2.5%,-1%,1%,
CCOc1ccc(NC(=O)CN(C)C(=O)Cn2c(=O)cnc3ccccc32)cc1OCC,16%,nt,0.4%,4%,-11%,
COc1ccc(NC(=S)NCC(O)c2ccccc2)c(OC)c1 (configuration not stated),?,-2%,0.5%,-1%,-2%,
COc1cccc(C2=NOC(C(=O)NCc3ccccn3)C2)c1 (configuration not stated),4%,-3%,2.6%,-7%,15%,
CCC(C)N(C(=O)COC(=O)CNC(=O)c1ccccc1F)C1CCS(=O)(=O)C1 (configuration not stated),-21%,5%,i,3%,-5%,
CC(=O)c1ccc(OCC(=O)Nc2cccc(S(=O)(=O)N3CCCC3)c2)cc1,-3%,nt,0.2%,-7%,2%,
COc1ccc(C(=O)N(C)CCCC2CCCC2)cc1OC1CCN(C(C)C)CC1,30%,-11%,0.9%,-3%,-7%,
O=[N+]([O-])c1cc(-c2ccn[nH]2)ccc1Cl,-2%,2%,0.9%,6%,3%,VEEV TC-83 Vero 10K pilot screen=0.6
Cc1ccc(NCc2cccnc2)cc1,-3%,6%,3.2%,-4%,1%,
C/C(CC(=O)Nc1ccc(C)c(Cl)c1)=N\NC(=O)Cc1cccs1,77%,3%,7.1%,?,10%,
Cc1ccc(C(=O)NC(=S)Nc2cc(C(F)(F)F)ccc2Cl)cc1,24%,-1%,i,-6%,-3%,
COc1ccccc1NC(=O)CC(NCc1ccccc1)C(=O)O (configuration not stated),-6%,-6%,0.0%,0%,-7%,
COCCCNC(=O)CN(Cc1ccc(Cl)cc1)S(C)(=O)=O,-8%,-17%,0.5%,-9%,-1%,
COc1ccc(OC)c(S(=O)(=O)Nc2cc(OC)c(Cl)cc2OC)c1,12%,11%,i,9%,4%,
CCOc1ccc(-n2c(Cc3cc(=O)[nH]c(=O)[nH]3)nnc2SCC(=O)Nc2nnc(C)s2)cc1,12%,-3%,i,11%,-3%,
COC(=O)c1cccc(N(C(=O)CNC(=O)c2ccco2)C(C(=O)NC2CCCC2)c2ccco2)c1 (configuration not stated),9%,0%,1.5%,-10%,10%,
CCOc1ccc(-c2ccc(SCC(=O)NCC3CCCO3)nn2)cc1 (configuration not stated),56%,13%,i,3%,0%,
Cc1ccc(S(=O)(=O)N2CCCCC2)cc1NC(=O)CSc1nnc(N)s1,5%,-20%,i,8%,3%,
O=[N+]([O-])c1ccc2c(c1)[nH]c(=S)n2-c1ccccc1,29%,15%,2.4%,1%,-6%,
SMILES,M. tuberculosis,Salmonella PhoP GFP,VEEV TC-83 Vero,M. tuberculosis HTS,H1N1 NS1A inhibition,others
CC(=O)c1cccc(N2C(=O)CC(N3CCN(S(=O)(=O)c4ccccc4F)CC3)C2=O)c1 (configuration not stated),-9%,nt,i,-2%,3%,
Cc1oc2cc3oc(=O)c(CCC(=O)NC4CC4)c(C)c3cc2c1C,22%,0%,i,-2%,9%,
CC(=O)c1cccc(NS(=O)(=O)c2ccc(N/C=C/C(=O)c3ccc(F)cc3)cc2)c1,15%,-7%,1.8%,-1%,-5%,
C=CCOCCN1C(=O)C2C3C=CC(C2C1=O)C1C2C(=O)N(CCOCC=C)C(=O)C2C31 (configuration not stated),21%,-1%,i,3%,5%,
CN(C)S(=O)(=O)Oc1ccccc1C(=O)Nc1ccc(F)cc1F,24%,-5%,1.0%,1%,2%,
COc1cccc(C(=O)/C=C/Nc2ccc(S(=O)(=O)Nc3ncccn3)cc2)c1,76%,1%,2.0%,57%,-7%,
CC1(C)CC(NC(=O)C2CCN(S(=O)(=O)c3ccc(Cl)c(C(F)(F)F)c3)CC2)CC(C)(C)N1,nt,nt,3.6%,nt,-3%,
Cc1ccc(C(=O)NC(=S)N2CC(C)OC(C)C2)cc1[N+](=O)[O-] (configuration not stated),1%,-11%,0.4%,?,-5%,
Cc1ccc(S(=O)(=O)c2c(C)nn(C(C)(C)C)c2OC(=O)c2cccs2)cc1,-2%,-3%,i,-5%,-5%,
CC(NC(=O)C1CC12CCC2)c1ccccc1 (configuration not stated),4%,-7%,0.1%,-6%,10%,
COc1cccc(C=NNC(=O)C(C)SC(C)C(=O)NN=Cc2cccc(OC)c2)c1 (configuration not stated),nt,nt,3.6%,nt,-4%,
COC(=O)c1cc(N=Nc2c(C)[nH]c3ccccc23)cc(C(=O)OC)c1,-9%,-2%,0.5%,0%,9%,
COc1ccc2oc(-c3cccc(NC(=O)CSc4ccc(Cl)cc4)c3)nc2c1,14%,-7%,6.3%,1%,7%,
COc1ccc(C(=O)N(C)C2CCCN(Cc3ccccc3F)C2)cc1C (configuration not stated),-1%,8%,0.8%,-9%,-10%,
NC(=O)CSc1nc2ccccc2c(=O)n1-c1ccccc1,-2%,-6%,i,-2%,-4%,
O=[N+]([O-])c1ccc(O)c(/C=N/Nc2ccccn2)c1,?,13µM*,12%,?,7.1µM*,
CCCN(CC(=O)Nc1ccccc1C)C(=O)c1cccc(S(=O)(=O)N2CCN(c3ccccc3)CC2)c1,5%,-2%,5.9%,-2%,-4%,
CCOC(=O)Cc1c(C)nc2c(-c3ccc(Cl)cc3)c(C)nn2c1C,16%,-5%,0.2%,6%,3%,
CC1=CCC[C@@H]2[C@@](C)(CC/C(C)=C/C(=O)O)[C@H](C)CC[C@@]12C,69%,-3%,i,-6%,-1%,
CC(C)CCNC(=O)c1cc2c(=O)[nH]c3ccccc3c2s1,-8%,0%,i,0%,-21%,
COc1ccc(NS(=O)(=O)c2ccc(NC(=S)NC(=O)c3cccc(F)c3)cc2)nn1,61%,5%,0.5%,6%,4%,
O=C(Cc1ccccc1)NNC(=O)C1CC=CCC1 (configuration not stated),-5%,0%,0.1%,2%,6%,
N#CCC(=O)Nc1ccc(C(F)(F)F)cc1N1CCOCC1,4%,-6%,0.1%,-4%,-7%,
Cc1ccc(-n2nc3c(c2NC(=O)c2ccc4c(c2)OCO4)CS(=O)C3)c(C)c1 (configuration not stated),3%,4%,i,-8%,-8%,
COc1ccc(CN(C)C(C)C(=O)Nc2ccc(S(=O)(=O)N3CCCCC3)cc2)cc1F (configuration not stated),35%,nt,0.7%,1%,-6%,
SMILES,M. tuberculosis,Salmonella PhoP GFP,VEEV TC-83 Vero,M. tuberculosis HTS,H1N1 NS1A inhibition,others
O=C(Nc1ccc(N2CCN(C(=O)c3cccs3)CC2)cc1)c1ccc([N+](=O)[O-])o1,0.35µM*,19%,i,?,14%,
COc1ccc(/C=C(/NC(=O)c2ccco2)C(=O)Nc2ccc(C(C)=O)cc2)cc1,0%,-12%,0.8%,14%,-1%,
CCN1C(=O)[C@H]2[C@@H](c3ccc(C)cc3)N3C(=O)N(c4ccc(C(F)(F)F)cc4)C(=O)[C@@]3(Cc3ccccc3)[C@H]2C1=O,12%,-6%,1.2%,-2%,-5%,
CCOC(=O)CN1C(=O)C(Sc2n[nH]c(-c3cccc(C)c3)n2)CCc2ccccc21 (configuration not stated),20%,-7%,5.4%,-12%,-10%,
COc1cc(C2c3cc(O)c(OC)cc3CC(C(=O)O)C2CO)ccc1O (configuration not stated),nt,nt,2.5%,nt,8%,
CC1CC(C)OP(=O)(OCCC#N)O1 (configuration not stated),nt,nt,i,nt,-15%,
O=C1C2CCCN2C(=S)N1c1ccc(Cl)cc1 (configuration not stated),-3%,12%,0.4%,0%,1%,
COCCNC(=S)N1CCN(S(=O)(=O)c2ccc(Cl)s2)CC1,-9%,-6%,0.8%,-3%,0%,
CCCn1c(=N)n(CC(=O)c2ccc(Cl)c(Cl)c2)c2ccccc21,57%,-5%,11%,15%,6%,
Cc1c(/C(O)=C2\C(=O)C(=O)N(CCN(C)C)C2c2cccnc2)cnn1-c1ccccc1 (configuration not stated),-2%,15%,0.8%,-2%,0%,
O=C(O)c1c[nH]c2ccc(F)cc2c1=O,-7%,7%,i,2%,-12%,VEEV TC-83 Vero 10K pilot screen=1.1
COc1ccc(CCNC(=O)C2CCCN2C(=O)Nc2ccc(Cl)cc2)cc1OC (configuration not stated),21%,-5%,i,6%,-2%,
CN(C)c1ccc(-c2cccc(C3CC=CC4C3C(=O)N(Cc3ccccc3)C4c3ccc(C(F)(F)F)cc3)c2)cc1 (configuration not stated),11%,-12%,i,-5%,1%,
CCOC(=O)CSc1cc(=O)n(C)c2cc(Cl)ccc12,?,11%,2.1%,<0.2µM*,-3%,
